Screening results as filed in PubChem.
PfHsp40 yeast: rescue of yeast from PfHsp40 toxicity, primary screen, S. cerevisiae, ATP luminescence | S. cerevisiae expressing PfHsp40, growth rescue | growth rescue, % at 12.5 µM | hit rate 0.68% among 340,000; in the data active = growth rescue above about 28%, passing the limit was not always enough;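 note: yeast W303a lacking pdr1 and pdr3 grown in galactose medium; growth measured after three days at 30 °C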
Anthrax LF prot: Bacillus anthracis LF protease inhibitors, primary screen, biochemical, multiplex microsphere, MLPCN library; Lethal factor (Bacillus anthracis), P15917; multiplex microsphere protease cleavage assay; inhibition, % at 10 µM; hit rate 0.12% among 360,000; AID 588501, 2011; note: plate controls were buffer without enzyme for full effect and enzyme alone for no effect
SARS 3CLpro inh: SARS-CoV 3CLpro protease inhibitors, primary screen, biochemical, quenched FRET; recombinant SARS-CoV 3CLpro, quenched FRET peptide cleavage; AID 1706, 2009; Replicase polyprotein 1ab (Severe acute respiratory syndrome coronavirus), P0C6X7; hit rate 0.14% among 290,000; inhibition, % at 6 µM; in the data active = inhibition above about 12%
SSB-PriA inh: inhibitors of Klebsiella pneumoniae PriA binding to SSB C-terminal tail, primary screen, biochemical, AlphaScreen; PriA–SSB C-terminal tail interaction (Klebsiella pneumoniae); AlphaScreen SSBct-PriA binding, biotinylated peptide; inhibition, % at 33 µM; hit rate 0.6% among 430,000; AID 1272365, 2023; in the data active = inhibition mostly above about 37%, no sharp cut-off; inactive = mostly below about 20%;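 note: plate controls were negative control peptide for no effect and reference peptide for full effect; strong numbers were not always called active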
Yp Topo-I inh: Yersinia pestis topoisomerase I inhibitors, primary screen, biochemical, cleavage product accumulation, plate reader, single point; hit rate 0.064% among 360,000; activity, % at 10 µM; AID 504884, 2011; Y. pestis Topo-I cleavage product accumulation; DNA topoisomerase I (Yersinia pestis CO92); in the data active = activity above about 50%, passing the limit was not always enough; note: inactives centre near 2
BoNT-A LC inh2: BoNT/A light chain protease inhibitors, primary screen, biochemical, flow cytometry, MLPCN library; multiplex microsphere protease substrate cleavage; inhibition, % at 10 µM; hit rate 0.17% among 360,000; Botulinum neurotoxin type A light chain protease (Clostridium botulinum A str. ATCC 3502); note: plate controls were buffer without enzyme for full effect and enzyme alone for no effect
Vc quorum ag: inducers of Vibrio cholerae quorum light production without autoinducers, primary screen, BH1578 luxS cqsA deficient, single point | V. cholerae BH1578 lux reporter, luminescence, 6 h | activation, % at 18.7 µM | hit rate 0.16% among 350,000 | AID 588436, 2011; in the data active = activation mostly above about 9.7%, no sharp cut-off; note: not every result past the cut was called active; inactives centre near 0; reference of the scale not given here
PrPC surface inh: inhibitors of human cell surface prion protein PrPC, primary screen, cell-based, TR-FRET | Major prion protein (Homo sapiens), P04156 | TR-FRET read-out | inhibition, % at 13.8 µM | hit rate 0.43% among 370,000 | AID 720596, 2013; in the data active = inhibition above about 24%; note: 0% = median of the test wells and 100% = reference compound wells
TcdB GH inh: TcdB glycohydrolase inhibitors, primary screen, biochemical, single point, plate reader; Toxin B (Clostridioides difficile), P18177; TcdB glycohydrolase enzymatic assay; inhibition, % at 9.99 µM; hit rate 0.24% among 350,000; AID 652162, 2013; in the data active = inhibition above about 10%
Target sequence (P18177 whole entry, looked up): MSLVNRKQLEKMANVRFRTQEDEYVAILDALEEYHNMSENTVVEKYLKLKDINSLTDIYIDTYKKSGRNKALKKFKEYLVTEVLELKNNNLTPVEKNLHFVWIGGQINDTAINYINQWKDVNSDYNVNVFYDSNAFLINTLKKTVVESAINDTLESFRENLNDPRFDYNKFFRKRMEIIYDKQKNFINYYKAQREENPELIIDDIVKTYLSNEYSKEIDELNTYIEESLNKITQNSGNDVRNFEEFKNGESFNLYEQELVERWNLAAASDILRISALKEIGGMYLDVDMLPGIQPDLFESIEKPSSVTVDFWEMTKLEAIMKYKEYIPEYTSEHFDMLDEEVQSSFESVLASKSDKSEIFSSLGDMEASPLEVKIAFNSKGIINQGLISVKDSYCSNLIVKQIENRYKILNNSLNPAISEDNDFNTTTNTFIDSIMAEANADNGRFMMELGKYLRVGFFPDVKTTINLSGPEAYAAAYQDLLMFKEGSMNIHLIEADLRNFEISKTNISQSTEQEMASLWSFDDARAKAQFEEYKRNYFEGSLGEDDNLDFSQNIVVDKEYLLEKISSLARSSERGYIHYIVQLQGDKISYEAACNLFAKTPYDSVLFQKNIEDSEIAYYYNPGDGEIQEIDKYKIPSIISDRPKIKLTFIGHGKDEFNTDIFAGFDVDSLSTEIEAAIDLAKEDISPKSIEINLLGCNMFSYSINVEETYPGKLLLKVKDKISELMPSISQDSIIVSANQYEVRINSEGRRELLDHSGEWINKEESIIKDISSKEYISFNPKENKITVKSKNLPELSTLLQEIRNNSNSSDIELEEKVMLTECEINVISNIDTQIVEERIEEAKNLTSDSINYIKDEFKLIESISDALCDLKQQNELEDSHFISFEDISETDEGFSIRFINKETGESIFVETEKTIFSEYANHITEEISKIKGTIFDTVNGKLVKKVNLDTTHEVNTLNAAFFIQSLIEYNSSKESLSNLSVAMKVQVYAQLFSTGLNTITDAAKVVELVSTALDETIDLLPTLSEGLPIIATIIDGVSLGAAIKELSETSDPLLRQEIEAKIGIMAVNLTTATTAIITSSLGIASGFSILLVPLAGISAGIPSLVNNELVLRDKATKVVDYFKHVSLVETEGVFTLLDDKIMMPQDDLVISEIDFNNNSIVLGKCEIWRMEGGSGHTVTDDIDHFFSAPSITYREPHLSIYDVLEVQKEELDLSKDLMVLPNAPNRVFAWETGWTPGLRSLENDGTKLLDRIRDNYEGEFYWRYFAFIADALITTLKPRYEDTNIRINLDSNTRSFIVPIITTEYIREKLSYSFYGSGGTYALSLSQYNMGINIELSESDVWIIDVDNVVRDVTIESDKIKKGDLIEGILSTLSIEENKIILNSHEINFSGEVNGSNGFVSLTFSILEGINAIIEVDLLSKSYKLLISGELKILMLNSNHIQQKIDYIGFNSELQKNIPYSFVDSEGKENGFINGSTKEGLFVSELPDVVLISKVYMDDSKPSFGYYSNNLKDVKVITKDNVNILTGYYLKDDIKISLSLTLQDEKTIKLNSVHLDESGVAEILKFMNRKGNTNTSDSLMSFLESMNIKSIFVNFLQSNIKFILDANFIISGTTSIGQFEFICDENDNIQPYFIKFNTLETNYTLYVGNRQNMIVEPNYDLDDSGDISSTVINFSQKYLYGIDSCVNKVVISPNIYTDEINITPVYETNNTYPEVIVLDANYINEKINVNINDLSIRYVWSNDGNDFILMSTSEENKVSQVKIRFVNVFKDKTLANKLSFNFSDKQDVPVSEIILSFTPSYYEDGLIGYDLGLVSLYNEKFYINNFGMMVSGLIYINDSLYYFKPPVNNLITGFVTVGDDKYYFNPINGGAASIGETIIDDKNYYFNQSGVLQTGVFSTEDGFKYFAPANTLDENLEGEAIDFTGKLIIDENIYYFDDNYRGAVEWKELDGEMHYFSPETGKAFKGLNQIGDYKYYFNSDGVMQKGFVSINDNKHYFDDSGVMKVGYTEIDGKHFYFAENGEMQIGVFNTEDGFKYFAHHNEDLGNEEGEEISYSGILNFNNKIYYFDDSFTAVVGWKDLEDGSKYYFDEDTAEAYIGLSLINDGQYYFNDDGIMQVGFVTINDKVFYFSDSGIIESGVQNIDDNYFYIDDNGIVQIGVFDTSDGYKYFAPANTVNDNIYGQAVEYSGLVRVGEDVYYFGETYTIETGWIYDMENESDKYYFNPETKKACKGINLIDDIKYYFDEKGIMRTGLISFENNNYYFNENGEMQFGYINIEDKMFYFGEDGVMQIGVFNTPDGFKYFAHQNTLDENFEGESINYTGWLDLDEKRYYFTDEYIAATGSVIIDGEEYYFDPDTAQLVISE
* hit, by the source's call; i = inactive; nt = not tested or not shown; & = joins results of further samples; ! = a repeat was not active. Cut-off read from the data, not from the text of the source, unless noted: active = inhibition above about 30%; inconclusive = no clear call, values can overlap the other calls; inactive = below that.

Below each SMILES: Vc quorum ag	SSB-PriA inh	TcdB GH inh	Anthrax LF prot	BoNT-A LC inh2	PfHsp40 yeast	PrPC surface inh	Yp Topo-I inh	SARS 3CLpro inh
CC1=C(C(=O)N2CCOCC2)CC(CC(=O)NCCCN(C)C)C(=O)N1Cc1ccc(F)cc1 (stereo not given)
    nt	nt	2.7	-3	0.7	nt	-5	nt	nt
Cc1cccc(C)c1NC(=O)c1ccc(CN2CCc3ccccc3C2)cc1
    i	-15	nt	10	0.0	0.7	-8	5	0
CCOC(=O)N1CCN(C(=O)c2cc(OC)c(OC)c(OC)c2)CC1
    -1.6	-4	0.2	-13	-0.7	0.3	-9	3	-3
CSc1ncccc1C(=O)OCC(=O)c1ccc[nH]1
    -0.5	6	0.4	-4	0.1	-1.0	-4	-1	nt
CNCCCOc1cccc(OC(C)C)c1
    i	-3	nt	-4	-1.0	-0.4	-2	-4	-1
COc1ccc(OC)c(-c2csc(NC(=O)Cc3ccccc3F)n2)c1
    -0.3	5	0.6	-6	-6.5	16	0	-23	7
CNC(=O)COc1coc(CN2CCN(c3ccc(F)cc3)CC2)cc1=O
    -0.3	-1	2.0	-2	-0.3	-1.1	-2	2	-4
CC(C)c1ccc(Cc2nnc(NCCCO)[nH]c2=O)cc1
    i	-7	nt	-2	-1.4	-1.5	nt	0	6
CCOC(=O)CNC(=O)c1c(C)nn(C)c1Cl
    -1.3	-6	0.6	0	-0.2	0.4	0	5	3
CCn1ccnc1CN(C)C(=O)c1cc(COc2ccccc2SC)on1
    i	-3	0.8	-1	-0.8	-0.7	1	14	3
COc1ccc2nc(NC(=O)[C@@H]3CCCN3C(=O)c3cccs3)sc2c1
    -0.3	5	-0.2	-1	0.2	0.5	9	6	0
COc1ccc(CNC(=O)CC23CC4CC(CC(C4)C2)C3)cc1
    0.6	-10	-3.2	0	-1.1	-1.0	3	7	1
COc1cccc(CNC(=O)[C@@H]2CCCN2C(=O)[C@H]2CCCCN2C(=O)OC(C)(C)C)c1
    nt	nt	1.5	7	0.0	nt	4	nt	nt
COc1ccc(OC)c(C(=O)C(=O)c2cc(OC)ccc2OC)c1
    -7.1	-4	0.3	-4	-0.5	-2.1	3	0	nt
O=C(Cc1c(O)c2ccccc2[nH]c1=O)OC1CCCCC1
    nt	-20	nt	-4	0.5	-0.2	-6	-5	-1
CCOC(=O)c1c(NC(=O)c2cccs2)sc2c1CC(C)(C)OC2
    -0.5	-16	nt	-1	-0.6	1.4	5	21	1
Cc1ccc(-c2nc(CS(=O)(=O)CC(=O)NCc3ccc4c(c3)OCO4)c(C)o2)cc1
    -0.3	-4	-0.5	-1	1.5	-0.1	4	30	3
Cc1ccc(F)c(CNC(=O)C2CCC(=O)N(CCN3CCOCC3)C2)c1F (stereo not given)
    0.2	-1	-13	4	2.3	-1.1	7	5	1
CCCNC(=O)c1ccc(Cn2c(=S)[nH]c3c([nH]c4ccc(OC)cc43)c2=O)cc1
    i	-8	nt	-1	-0.5	0.1	-7	7	0
C#CCOCCOCCOCCNc1nc(N2CCN(C(=O)CCCCCCCCCCNC(=O)[C@@H](CCSC)n3cc(CCO)nn3)CC2)nc(N2CCN(C(=O)CCCCCCCCCCNC(=O)[C@H](CO)n3cc(CCCCCN)nn3)CC2)n1
    -0.4	25	nt	-14	-0.5	85*	nt	-20	nt
O=C(Nc1nccs1)NC(C(F)(F)F)C(F)(F)F
    -0.7	-17	nt	2	-0.9	-1.6	4	-1	1
CCN1CCn2c3c(c4cccc(C)c42)CCCC31 (stereo not given)
    -0.3	3	-1.0	-15	0.6	-1.0	-5	2	-7
CCOC(=O)C(=NC(C)CC)NNc1cccc(C(F)(F)F)c1 (stereo not given)
    -0.2	-10	nt	0	-0.9	0.3	4	0	-1
CCN(CC)C(=O)c1cnn(-c2ccccc2)c1NC(=O)c1ccccc1F
    i	-10	-1.6	-4	6.2	0.1	nt	-1	3
OC(CNCC1CCCO1)COc1ccc(OCC(O)CNCC2CCCO2)cc1 (stereo not given)
    1.6	-21	nt	-3	-0.6	-0.3	nt	5	8
COc1ccccc1-n1c(SCC(N)=O)nc2sc3c(c2c1=O)CCC3
    i	1	1.3	1	-0.2	-0.1	0	3	-6
O=C(NCC(=O)N1CCN(c2ncccn2)CC1)c1ccc(F)cc1
    i	-18	0.4	10	2.6	-0.6	8	3	nt
Cc1ccccc1NC(=S)NCc1ccc2c(c1)OCO2
    i	-5	nt	-1	0.8	-1.7	7	-2	3
COC(=O)c1c(NC(=O)COC(=O)CCS(=O)(=O)c2ccc(C)cc2)sc(C)c1C
    0.2	-10	-9.1	-5	-0.5	-1.1	6	7	-2
Cc1csc(NC(=O)CSc2ncc(-c3ccccc3)[nH]2)n1
    i	42*!	0.6	-7	-0.6	-0.6	4	-5	-1
CCC(C)NS(=O)(=O)c1ccc(S(=O)(=O)N(CC(=O)Nc2ccccc2)CC2CCCO2)cc1 (stereo not given)
    i	-17	nt	-2	-0.7	0.7	2	9	0
CC1NS(=O)(=O)c2cc([N+](=O)[O-])ccc21 (stereo not given)
    nt	nt	-0.4	-2	0.0	nt	-20	nt	nt
C=CCn1c(Cc2ccccc2)nc2c(cnn2-c2ccccc2)c1=O
    i	-10	0.1	1	-1.7	0.4	13	49	1
Cn1cc(C(=O)c2ccc(F)cc2)cc1-c1nc2ccccc2n1C
    i	17	nt	-2	-0.3	2.6	12	24	-5
CC(C)=CCN1CCN(Cc2ccc(Sc3nncn3C)o2)CC1CCO (stereo not given)
    -2.3	-13	-0.6	0	-0.7	-0.7	1	4	4
COc1ccc(N2CCN(C(=O)c3ccc(N4CCCCS4(=O)=O)cc3)CC2)cc1
    -0.4	7	0.9	3	1.0	1.7	-3	3	2
N#Cc1cnc(NN)nc1
    1.1	-19	0.4	5	-0.6	-1.5	-4	2	2
Cc1cc(NC(=O)CN2CCCCCCC2)no1
    i	-16	nt	0	0.2	0.0	12	7	3
CCc1ccccc1NC(=O)CSc1nnc(-c2ccncc2)o1
    0.7	8	1.3	-1	-0.3	-0.2	-1	2	1
COc1ccc(OCC(=O)NCCc2c[nH]c3ccccc23)cc1
    -0.2	-9	nt	-8	-0.6	1.8	10	4	8
Cc1cccc(Nc2cc(C)c3c(O)cccc3n2)c1C
    -0.4	35	2.1	-5	-0.5	0.0	11	-21	5
O=C(NC12CC3CC(CC(C3)C1)C2)N1CCN(c2ccccc2)CC1
    -0.1	1	1.3	-16	-3.9	-0.9	0	-6	-1
CCCCn1nnnc1C(c1ccnc2ccccc12)N1CCC2(CC1)C(=O)NCN2c1ccccc1 (stereo not given)
    nt	nt	-0.2	2	0.2	nt	-5	nt	nt
CC1(C)Cc2c(c(N3CCOCC3)nc3sc(C(N)=O)c(N)c23)CO1
    -0.4	1	3.2	-4	-0.4	9.8	0	-7	0
CC(=O)c1c(C(C)=O)c(C)n(-c2ccc3ncccc3c2)c1C
    -0.1	-3	1.0	0	0.4	-0.2	-1	-1	-2
NC(CCc1ccccc1)c1csc(Nc2cnccn2)n1 (stereo not given)
    i	nt	-0.2	-4	-0.2	nt	19	-8	nt
COc1ccc(/C=C/C(=O)NC2CCS(=O)(=O)C2)cc1 (stereo not given)
    -0.2	-9&10	1.3	-2	-16	-0.8	5	-9	nt
Cc1ccc(F)c(S(=O)(=O)NC(=O)C2(C)CCN2C(=O)Cc2cccc3ccccc23)c1 (stereo not given)
    i	nt	-0.4	3	-0.1	nt	-7	5	nt
COc1ccc(NC(=O)C2=CC(c3ccc(OC)cc3)=NS(=O)(=O)N2C)cc1
    -0.2	10	3.3	-4	0.3	0.7	-10	-3	2
COc1ccccc1-n1cnnc1SCC(=O)c1ccc[nH]1
    i	-12	nt	2	1.5	-1.4	-1	1	4
Cc1cccc([C@@H]2C[C@H]3CN(Cc4cccc(Cl)c4)C(=O)[C@]34CCCN24)n1
    1.1	-5	nt	0	3.5	1.0	1	21	0
O=c1ccc2c(-c3ccccc3)c3ccc(O)cc3oc-2c1
    1.9	0	0.5	56*	8.2	4.7	-23	-9	-13
CCCc1cc(C(=O)Nc2ccc(C(=O)c3ccc(C)cc3)cc2)n(C)n1
    5.9	-14	-0.4	0	-1.1	10	-1	8	0
OCCN1CCN(c2nnc(-c3ccccc3)c3ccccc23)CC1
    i	-7	0.5	7	-2.4	0.2	-3	4	-7
C[C@@H]1COc2cccc(N(C)CCO)c2S(=O)(=O)N1
    nt	nt	1.1	-6	-0.2	nt	0	nt	nt
CCCCCC(=O)Nc1ccc(N2CCOCC2)c(S(=O)(=O)Nc2ccc(OC)cc2)c1
    i	-5	-1.2	-1	0.6	1.5	5	14	nt
Cn1c(C(=O)OC(C(=O)NC(C)(C)C)c2cccnc2)cc2sccc21 (stereo not given)
    -0.4	-11	0.9	-3	-0.5	-1.5	7	9	7
COc1ccccc1NC(=O)Cn1c(=O)oc2ccccc21
    i	-5	nt	0	-0.9	-1.0	-2	-2	2
CCOC(=O)CN1C(=O)CCSc2ccc(Cl)cc21
    4.5	2	1.0	4	-0.1	-1.2	-6	1	-1
CC(CCN1CCN(c2ccccc2)CC1)c1ccccc1 (stereo not given)
    1.4	4	-5.2	18	-0.8	-0.5	4	9	6

Pulled by compound from the entries so far:
Below each SMILES: Vc quorum ag	SSB-PriA inh	TcdB GH inh	Anthrax LF prot	BoNT-A LC inh2	PfHsp40 yeast	PrPC surface inh	Yp Topo-I inh	SARS 3CLpro inh
CC1=C(C(=O)N2CCOCC2)CC(CC(=O)NCCCN(C)C)C(=O)N1Cc1ccc(F)cc1 (stereo not given)
    nt	nt	2.7	-3	0.7	nt	-5	nt	nt
Cn1cc(C(=O)c2ccc(F)cc2)cc1-c1nc2ccccc2n1C
    i	17	nt	-2	-0.3	2.6	12	24	-5

Later entries
Below each SMILES: Vc quorum ag	SSB-PriA inh	TcdB GH inh	Anthrax LF prot	BoNT-A LC inh2	PfHsp40 yeast	PrPC surface inh	Yp Topo-I inh	SARS 3CLpro inh
O=C(Nc1ccc(F)cc1F)c1cccnc1Oc1cccc(C(F)(F)F)c1
    -12	-8	nt	-3	-0.3	0.0	-4	8	4
O=C(N/N=C/c1cc(Br)cs1)c1ccc2c(c1)OCCO2
    -1.2	i	-0.1	-7	-0.3	nt	1	0	1
Cc1ccc(S(=O)(=O)N2CCOC23CCN(C(=O)c2ccccc2Br)CC3)cc1
    i	4	-0.5	0	0.1	2.3	14	31	-1
Cc1nn(-c2ccccc2)c(Cl)c1/C=N/NC(=O)c1ccccc1NS(=O)(=O)c1cccs1
    i	nt	nt	-1	0.9	3.9	-1	10	0
CCOCCCNC(=O)c1cn(CC(C)C)c(=O)c2cc(OC)c(OC)cc12
    0.0	-16	2.7	-12	-0.3	0.0	-3	-14	1
COC(=O)c1sc(NC(=O)c2c(-c3ccccc3)noc2C)nc1C
    i	-7	-1.7	2	-1.2	-0.3	-3	-2	-2
CC(C)N(C(=O)[C@H]1C[C@H](CC(=O)NCc2cccc(C(F)(F)F)c2)C(=O)N2CCc3c([nH]c4ccc(Cl)cc34)[C@]12C)C(C)C
    -0.8	4	0.2	0	-0.1	-1.5	-2	3	nt
O=C(Nc1c(C(=O)O)oc2ccc(Br)cc12)c1ccccc1
    1.0	-1	nt	0	-0.5	0.7	nt	12	4
CCN1CC=C2C(C#N)=C(N)C(C#N)(C#N)[C@H](c3ccoc3)[C@H]2C1
    -0.6	2	nt	-2	2.7	0.5	nt	-7	-4
Cc1ccc(C)c(C(=O)OCC(=O)Nc2cccc(S(=O)(=O)N3CCCCC3)c2)c1
    -1.6	-1	-1.6	6	0.0	3.9	14	7	nt

This is a subset, so the mix of outcomes need not match the whole.
